Screens from PubChem.
D2 potentiator – HTS Assay for Positive Allosteric Modulators of the Human D2 Dopamine Receptor: Primary Screen for Potentiators; D(2) dopamine receptor (Homo sapiens), P14416; potentiation, % at 10 µM; HEK293 T-REx D2, calcium flux, EC20 dopamine potentiation; 340,000 compounds, 0.34% hits;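 active = potentiation over 3 SD above the plate norm, cut at about 30% in these data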; also: 0% is about no effect
Target sequence (P14416 whole entry, looked up): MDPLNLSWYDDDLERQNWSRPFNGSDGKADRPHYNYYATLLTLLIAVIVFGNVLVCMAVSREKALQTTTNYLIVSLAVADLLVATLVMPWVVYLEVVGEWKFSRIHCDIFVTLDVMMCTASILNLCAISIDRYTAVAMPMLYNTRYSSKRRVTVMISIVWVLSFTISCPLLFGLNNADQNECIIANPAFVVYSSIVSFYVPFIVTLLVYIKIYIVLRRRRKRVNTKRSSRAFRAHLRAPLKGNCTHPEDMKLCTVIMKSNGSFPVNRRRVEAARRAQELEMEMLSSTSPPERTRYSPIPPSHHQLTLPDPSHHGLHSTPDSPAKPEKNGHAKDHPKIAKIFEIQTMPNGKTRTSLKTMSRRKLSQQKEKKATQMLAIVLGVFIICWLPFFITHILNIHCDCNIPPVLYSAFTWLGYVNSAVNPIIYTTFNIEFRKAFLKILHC
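Calcium flux readout, no-wash dye, 1 read/s. Inducible HEK293 Trex D2 line, overnight 30 C. Compound alone 180 s (agonist flags), then EC20 dopamine, another 180 s to score potentiation.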
Vif-A3G inh – qHTS for Inhibitors of Vif-A3G Interactions: qHTS; 410,000 compounds, 0.076% hits; Potency, µM (series often up to 46.1 µM), inactives show at the highest dose activity, negative = active, usual class: inhibitors; HeLa A3G-eYFP + Vif (tagged APOBEC3G with the HIV-1 protein that degrades it), YFP fluorescence, overnight; DNA dC->dU-editing enzyme APOBEC-3G (Homo sapiens), Q9HC16;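 also: potency is read from the fitted curve at half-maximal effect; % is scaled to controls: 0 for no effect and ±100 for the full control effect; nearly all actives have a fitted effect of over 60% in size; hits raise eYFP signal because A3G escapes Vif-driven loss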
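HeLa cells stably expressing Vif and C-terminally eYFP-tagged A3G, seeded overnight at 37 deg C, then exposed to compound by pintool overnight at 37 deg C. Rise in yellow fluorescence (Ex 488/Em 500-530, Acumen) marks blocked Vif-driven A3G degradation.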
D1 agonist – Allosteric Agonists of the Human D1 Dopamine Receptor: qHTS; HEK293 T-REx D1 cells, calcium flux, agonist mode; AID 504660, 2011; 360,000 compounds, 1% hits; activation, % at 2 µM; in the data active = activation above about 30%; also: 0% is about no effect
Target sequence (P21728 whole entry, looked up): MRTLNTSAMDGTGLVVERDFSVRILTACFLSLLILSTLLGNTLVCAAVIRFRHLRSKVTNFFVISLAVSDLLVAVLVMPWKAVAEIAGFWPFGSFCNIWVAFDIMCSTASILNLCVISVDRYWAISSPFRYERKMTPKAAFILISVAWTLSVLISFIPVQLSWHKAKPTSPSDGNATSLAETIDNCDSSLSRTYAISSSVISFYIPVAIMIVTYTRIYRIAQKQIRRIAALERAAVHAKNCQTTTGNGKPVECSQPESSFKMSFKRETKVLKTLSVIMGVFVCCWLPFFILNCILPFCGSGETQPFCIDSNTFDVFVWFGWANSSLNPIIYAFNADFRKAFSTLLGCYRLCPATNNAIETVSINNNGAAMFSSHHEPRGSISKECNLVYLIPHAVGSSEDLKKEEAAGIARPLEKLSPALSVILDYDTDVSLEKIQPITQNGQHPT
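Agonism was scored from calcium flux recorded over 180 s (1 read/s) after pintool compound addition, following a 10-cycle baseline. Cells were inducible force-coupled HEK293 TREx D1, plated overnight at 30 C and loaded with no-wash calcium dye.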
RXFP1 ag – qHTS Assay for Agonists of the Relaxin Receptor RXFP1 | Relaxin receptor 1 (Homo sapiens), Q9HBX9 | HEK293T-RXFP1 cAMP TR-FRET, 30 min; response scale: percent of porcine relaxin response, buffer zero | Potency, µM (highest dose often 57.5 µM), for the others: at the top dose activation, hits mostly activators | 370,000 compounds, 0.3% hits | AID 2676, 2010; also: potency is read from the fitted curve at half-maximal effect; % is scaled to controls: 0 for no effect and ±100 for the full control effect; nearly all actives have a fitted effect of over 60% in size; many of its hits are not listed in these tables
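HEK293T cells stably expressing RXFP1 were pretreated with the PDE4 inhibitor Ro 20174, exposed to compounds for 30 min at 37C, lysed, and cAMP was read by TR-FRET. Data normalized to buffer (basal) and 29 nM porcine relaxin (100%).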
Vif-APOBEC3F blk – qHTS for Inhibitors of Vif-A3F Interactions: qHTS; HeLa A3F-eYFP + Vif (tagged APOBEC3F with the HIV-1 protein that degrades it), YFP fluorescence increase; Potency, µM (titrated, usually from 46.1 µM), for the others: at the top dose activity, negative = active; AID 602313, 2012; 390,000 compounds, 0.2% hits; also: potency is read from the fitted curve at half-maximal effect; % of control where 0% means no effect; nearly all actives have a fitted effect of over 65% in size
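HeLa cells stably expressing Vif plus C-terminally eYFP-tagged A3F were seeded, incubated overnight at 37 deg C, dosed with compound, incubated overnight again at 37 deg C. Yellow fluorescence (Ex 488/Em 500-530) reported blocked Vif-mediated A3F-eYFP degradation.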
LDHA block – qHTS assay for inhibitors of human lactate dehydrogenase; L-lactate dehydrogenase A chain (Homo sapiens), P00338; purified LDHA, NADH/diaphorase-resazurin fluorescence; active compounds read low; activity change, % (values are at about 110 or 230 µM); 480,000 compounds, 0.15% hits; in the data active = activity change below about -30%; inconclusive = mostly about -25% to -30%;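 also: plate controls were DMSO wells for no effect and wells without enzyme for full effect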
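Enzyme activity of human lactate dehydrogenase 5 (2 nM; 0.06 mM NADH, 0.2 mM pyruvate, 5 min, RT) is measured via a resazurin/diaphorase fluorescence readout of residual NADH.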
D1 antagonist – Antagonist of Human D 1 Dopamine Receptor: qHTS. activity change, negative = inhibition, % at 10 µM. 360,000 compounds, 3.2% hits. D(1A) dopamine receptor (Homo sapiens), P21728. HEK293 TREx D1 cells, calcium flux, dopamine EC80; active compounds read low. AID 504652, 2011; in the data active = activity change below about -30%; also: % is scaled to controls: 0 for no effect and ±100 for the full control effect
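Cells carrying a force-coupled, tetracycline-inducible human D1 receptor report calcium flux. Each well gets a 10 s baseline, compound with 180 s monitoring, then an EC80 dopamine stimulus with a second 180 s kinetic read.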
D1 PAM – Potentiators of Human D1 Dopamine Receptor: qHTS; D(1A) dopamine receptor (Homo sapiens), P21728; HEK293 TREx D1 cells, calcium flux, dopamine EC20 potentiation; potentiation, % at 10 µM; 360,000 compounds, 0.036% hits; AID 504651, 2011; in the data active = potentiation above about 30%; also: 0% is about no effect
Glioma ERSR ind – qHTS for Inducers of the Endoplasmic Reticulum Stress Response (ERSR) in Human Glioma: qHTS; U87-MG GRP78 promoter luciferase reporter, 16 h; Potency, µM, for inactives: top-dose activation, usual class: activators; 420,000 compounds, 0.02% hits; AID 602332, 2012; also: potency is read from the fitted curve at half-maximal effect; series mostly up to about 76 µM; % of control where 0% means no effect; nearly all actives have a fitted effect of over 35% in size
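Stably transfected U87-MG human glioma cells carrying a GRP78-based luminescent sensor were seeded at 1000 cells/well, pin-dosed with compounds and incubated 16 h. Luciferase reagent was then added, and end-point luminescence was read after 10 min at room temperature.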
Numbers without * were called inactive; ? = inconclusive; nt = no result given; & = joins results of further samples. Unless noted, calls follow the shape of the dose curve; as a rule, active = well fitted curve in the direction sought with a large enough effect; inconclusive = small, poorly fitted or top-dose-only effect, or another doubt; inactive = no such curve, though single readings can be large; an effect the other way counts as inactive or inconclusive. These rows are one share of the data, so the mix of outcomes need not match the whole.

Each structure is followed by: D2 potentiator, Vif-A3G inh, D1 agonist, RXFP1 ag, Vif-APOBEC3F blk, LDHA block, D1 antagonist, D1 PAM, Glioma ERSR ind
- CC(C)(C)c1ccc(SCC(N)=O)cc1
    -14.1, -3.6%, 2.5, 0.9%, 8.6%, -6.8, -8.5, -0.8, -2.9%
- CC(OC(=O)C1CCCCC1)C(=O)Nc1cccc(Cl)c1 (stereo not drawn)
    -2.3, 4.8%, 1.7, 1.1%, 4.1%, -9.6, -20.2, -5.5, -4.7%
- O=C(O)c1ccccc1NCCO
    1.2, 0.6%, 2.9, -1.2%, -6.0%, -3.8, 6.4, 1.0, 0.3%
- O=C(O)c1cccc(N2C(=O)c3cc([N+](=O)[O-])cc4cc([N+](=O)[O-])cc(c34)C2=O)c1
    -7.6, -5.7%, 2.8, 8.5%, -5.3%, 11.8, 6.9, 8.3, -10.9%
- N#Cc1c(SCC(=O)N2CCCCC2)nsc1SCC(=O)N1CCCCC1
    10.3, 1.2%, 4.5, 1.5%, -15.6%, -5.8, -9.2, -1.9, -3.9%
- N#Cc1c(N)sc(=S)c2c1CCCC2
    25.7, 7.1%, 2.5, 7.7%, -0.5%, 0.3, 6.9, -2.4, -3.3%
- Cc1cccc(N2CCN(C(=O)c3ccnn3C)CC2)c1C
    1.6, -8.5%, 0.8, -0.9%, 2.7%, -1.1, 2.2, -3.5, -1.7%
- Cc1nnc(N/N=C\c2ccc(-c3cccc(C(=O)O)c3)o2)n1N
    5.0, -0.7%, 1.9, -2.4%, -9.5%, 16.0, -4.9, 8.6, -8.3%
- CC1CCN(C(=O)COC(=O)c2cccs2)CC1
    nt, 2.5%, nt, nt, -5.5%, -7.7, nt, nt, -5.4%
- COc1ccc(C(=O)Nc2ccc(SC(F)F)cc2)cc1
    -9.5, 0.2%, 45.9*, 2.1%, 0.0%, -3.1, -5.4, -8.1, 5.1%
- COc1cc(CN(C(=O)COc2ccc(Cl)cc2)c2ccccn2)cc(OC)c1OC
    14.0, 2.7%, 2.4, -2.6%, 2.5%, -10.6, -6.8, -0.1, 1.7%
- CCC(CC)C(=O)N1CC(=O)Nc2ccc(F)cc2C1c1ccc(F)cc1 (stereo not drawn)
    -10.1, -25.3%, 0.4, -0.8%, -3.3%, -4.3, -0.7, -0.9, -5.2%
- COc1ccc(NC(=O)[C@H](Cc2c[nH]c3ccccc23)NC(=O)[C@@H]2Cc3ccccc3CN2)cc1
    4.5, 3.1%, 6.1, 0.7%, 7.3%, -4.9, -10.8, 6.6, 0.1%
- CCN(CCn1cccn1)C(=O)CC1C(=O)NCCN1Cc1cccc(OC)c1OC (stereo not drawn)
    nt, 0.5%, 0.8, -0.3%, -1.2%, 2.5, 7.5, 0.1, -4.2%
- O=C(Nc1ccc(F)c(Cl)c1)Nc1cnccn1
    -1.9, -5.2%, 2.5, 3.1%, 1.4%, -6.0, 0.5, -3.8, -4.3%
- CCN1C(=O)[C@H]2[C@@H](c3ccc(-c4ccc(Cl)c(Cl)c4)cc3)N[C@@](Cc3ccccc3)(C(=O)OC)[C@H]2C1=O
    5.4, -1.2%, 4.4, 0.3%, -3.4%, -0.3, -1.4, -1.6, -2.0%
- CN(Cc1ccccc1)c1nc2c(c(=O)[nH]c(=O)n2C)n1CCSc1nc2ccccc2[nH]1
    2.5, 1.0%, -0.4, 2.1%, -6.8%, 1.0&-2.8, -5.3, -2.5, -4.1%
- Cc1cc2c(c(=O)n1CCN(C)C)C(c1ccccc1Br)C(C#N)=C(N)O2 (stereo not drawn)
    16.2, -1.9%, 2.7, 0.5%, -3.7%, 1.3, 1.1, -3.9, 0.8%
- O=C(Nc1nc(-c2ccccc2)cs1)c1ccco1
    -7.8, -12.5%, 2.7, 0.3%, 4.5%, -2.3, 3.8, -7.7, 7.9%
- CCCn1c(-c2nonc2N)nc2ccccc21
    3.4, 0.1%, 0.9, 2.4%, 4.0%, -7.4, -61.9*, -7.3, -7.0%
- CCOC(=O)C1=C(C)N=c2s/c(=C\c3ccncc3)c(=O)n2C1c1ccc2c(c1)OCO2 (stereo not drawn)
    0.7, -9.8%, 2.5, 2.2%, 3.4%, 2.3, -1.6, -9.8, 4.3%
- CCOC(=O)c1c(NC(=O)c2cc3n(n2)C(C(F)(F)F)CC(c2cccs2)N3)sc(C)c1C (stereo not drawn)
    -4.6, 0.7%, 1.1, 1.0%, -20.7%, -5.3, 11.6, -3.9, 0.1%
- O=C(Nc1ccc2oc(-c3cccnc3)nc2c1)c1ccco1
    nt, 1.7%, 2.1, 1.1%, 6.1%, -2.4, -8.0, -5.5, 1.9%
- Nc1ccc2ncccc2c1
    9.2, 0.3%, 2.7, 2.1%, -7.5%, 38.0, 16.0, -0.7, 2.5%
- COCCCNC(=O)C1Cc2cc(S(=O)(=O)N3CCCC3)ccc2N1C(C)=O (stereo not drawn)
    12.1, 3.4%, 4.6, -0.2%, 1.4%, -1.3, 12.3, 1.6, 0.5%
- S=c1[nH]nc(COc2ccccc2)n1Cc1ccccc1
    6.6, -4.4%, 4.0, 0.7%, 1.0%, 0.6, 0.1, 1.4, -3.2%
- c1ccc(-c2ccccc2OCCCCn2ccnc2)cc1
    -16.1, 0.6%, 12.3, 0.1%, -7.0%, -37.1*, -11.5, -5.5, -2.3%
- COc1cc(NC(=O)c2ccccc2NS(=O)(=O)c2ccc(Cl)s2)cc(OC)c1
    6.6, -20.2%, 32.7*, 0.0%, -0.4%, 6.6, -11.8, -5.8, -4.3%
- N=c1c2c3c(sc2ncn1CCN1CCOCC1)CCCC3
    0.0, -1.6%, 5.0, 3.2%, 9.2%, -3.9, -12.9, -7.5, -6.2%
- COC(=O)c1oc2ccc(Cl)cc2c1-n1cccc1
    -0.5, -6.6%, 2.3, 0.8%, 1.0%, 2.0, -14.0, -10.0, -3.7%

The final 2 entries of the part above lead into the next.
Each structure is followed by: D2 potentiator, Vif-A3G inh, D1 agonist, RXFP1 ag, Vif-APOBEC3F blk, LDHA block, D1 antagonist, D1 PAM, Glioma ERSR ind
- N=c1c2c3c(sc2ncn1CCN1CCOCC1)CCCC3
    0.0, -1.6%, 5.0, 3.2%, 9.2%, -3.9, -12.9, -7.5, -6.2%
- COC(=O)c1oc2ccc(Cl)cc2c1-n1cccc1
    -0.5, -6.6%, 2.3, 0.8%, 1.0%, 2.0, -14.0, -10.0, -3.7%
- COc1ccc(-c2c(C#N)c(SCC(=O)Nc3ccc(C)c(C)c3)nc(C)c2C(=O)Nc2ccccc2)cc1OC
    1.6, -3.4%, 3.4, 3.4%, 2.9%, -6.8, -3.5, 0.8, -3.4%
- CCC1(C)CC(C(CC(=O)O)c2ccc(C)cc2)CCO1 (stereo not drawn)
    14.7, -1.5%, 1.4, 0.2%, 2.7%, -4.9, -0.5, 6.3, -2.1%
- COc1ccc(NC(=O)c2ccco2)cc1NC(=O)c1cccc(C)c1OC
    nt, -0.6%, 2.4, 1.9%, -8.6%, 0.4, -30.7*, -6.2, 0.6%
- O=C(O)CCN1C(=O)c2ccc(NC(=O)CSc3ccc(Cl)cc3)cc2C1=O
    -12.2, -4.0%, 1.8, -1.4%, -0.2%, 1.0, -12.1, -5.4, -2.4%
- O=C(CCc1c[nH]c2ccccc12)N1CCN(S(=O)(=O)c2ccc(F)cc2)CC1
    5.8, -2.9%, 1.9, -0.2%, 9.8%, -7.0, 3.6, -0.2, 1.1%
- Cc1ccc(S(=O)(=O)N2CCCCC2)cc1C(=O)NCc1ccc(S(N)(=O)=O)cc1
    nt, -0.8%, nt, nt, 4.8%, -8.5, nt, nt, -2.3%
- C=CCNCCCOc1ccc(C)cc1Br
    -27.1, -0.6%, 6.1, 0.7%, 10.2%, -8.0, 21.8, -4.6, 2.4%
- CCN(C(=O)COC(=O)c1c(C)nn(-c2ccccc2)c1Cl)c1c(N)n(Cc2ccccc2)c(=O)[nH]c1=O
    1.8, -0.3%, 3.9, -0.1%, -5.7%, -6.0, -13.4, 1.9, 0.8%
- C/C(=N\Nc1cc(C)nc(NCc2ccccc2)n1)c1ccc([N+](=O)[O-])cc1
    11.3, 7.7%, 1.1, 1.9%, -0.4%, -6.6, 7.4, -10.6, -1.8%
- Clc1cccc(CN2CCN(c3ncccn3)CC2)c1Cl
    -33.7, 0.2%, -4.2, -1.2%, -4.1%, ?, -6.4, -3.3, -4.3%
- CCOC(=O)c1c(NC(=O)c2ccccc2C(=O)O)sc2c1CCC2
    8.5, -4.7%, 0.3, 3.0%, 5.5%, -7.0, -15.8, -2.4, -2.0%
- COc1ccc(CCNC(=O)COC(=O)c2cccs2)cc1OC
    14.1, 4.1%, 0.5, 1.8%, 13.8%, -3.1, 23.6, -4.0, -3.7%
- O=C(CSc1nc(-c2ccccc2)ns1)N1CCOCC1
    -1.7, -0.4%, 4.3, 2.1%, 10.5%, -5.5, 14.8, 1.4, 4.9%
- CCOC(=O)c1c(C)c(C(=O)NCc2ccccn2)c(C)n1CC
    1.5, 0.8%, 3.6, 0.6%, 0.7%, 0.7, 13.9, -1.7, -4.2%
- COc1ccc(CC(=O)N/N=C/c2cccnc2)cc1OC
    -4.9, 0.8%, 1.3, 31.6µM*, -13.9%, -8.6, -25.1, -19.9, -1.4%
